PI4K2A block – qHTS for small molecular inhibitors of PI4K2A; hit rate 0.13% among 420,000; purified PI4K2A, ADP-Glo luminescence, 1 h; active compounds read low; activity change, negative = inhibition, % at 76.9 µM; in the data active means activity change below about -50%; inconclusive means mostly about -30% to -49%;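 further: -100% = wells without enzyme as full effect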
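Compounds are screened against recombinant PI4K2A using PI as substrate and ATP, the latter dispensed at 300 microM. Reactions run one hour at ambient temperature before ADP-Glo detection; full inhibition defined by wells lacking enzyme.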
ERG-DNA inh – qHTS for Small Molecule Inhibitors of the ERG Ets/DNA interaction | Transcriptional regulator ERG (Homo sapiens), P11308 | fluorescence polarization, His-ERG Ets domain / labelled DNA | Potency, µM (titrated, usually from 76.9 µM), for the others: at the top dose FP activity, negative = inhibition, usual class: inhibitors | hit rate 0.028% among 370,000 | AID 624246, 2012; active means well fitted inhibition curve with a large enough effect in the polarisation, with a control signal flat; inconclusive means small, poorly fitted or top-dose-only effect, or effect the other way, or a change in a side signal; inactive means no such curve, though single readings can be large or run the other way; the % refers to the polarisation;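 further: polarization taken with two DNA probes labelled with fluorescein and Texas red; potency means the concentration at half of the fitted maximal effect; % of control where 0% means no effect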
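His-tagged ERG Ets domain (1 uM in the protein solution; 300mM KCl, 50mM Tris-HCl, 1mM EDTA, 1mM DTT, pH 7.5) received compound, then a probe mix of 5 nM fluorescein-DNA and 100nM Texas-615-DNA. Fluorescence polarization was read for both dyes.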
G9a inh – qHTS Assay for Inhibitors of Histone Lysine Methyltransferase G9a. AID 504332, 2011. hit rate 8.8% among 350,000. G9a H3K9 monomethylation, AlphaScreen, 2 h. Potency, µM (highest dose often 102 µM), for inactives: at the top dose activity, negative = inhibition, actives largely listed as inhibitors. Histone-lysine N-methyltransferase EHMT2 (Homo sapiens), Q96KQ7; further: potency means the concentration at half of the fitted maximal effect; on the % scale 0 is the no-effect control and ±100 the full control effect; nearly all actives have a fitted effect of over 75% in size
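Quantitative HTS format: methyltransferase activity on a biotin-tagged H3K9 peptide is measured by AlphaScreen, using a rabbit anti-monomethyl-H3K9 antibody with streptavidin donor and anti-IgG acceptor beads. Final levels are 20 nM enzyme, 500 nM peptide, 20 uM SAM; 2 h RT.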
RGS4 inh – Inhibitors of Regulator of G Protein Signaling (RGS) 4: qHTS; Transcreener GDP fluorescence polarization, RGS4-accelerated GTP hydrolysis; Potency, µM (highest dose often 114 µM), inactives show at the top dose activity change, negative = inhibition, most hits filed as inhibitors; hit rate 0.039% among 390,000; AID 504845, 2011; further: potency means the concentration at half of the fitted maximal effect; on the % scale 0 is the no-effect control and ±100 the full control effect; nearly all actives have a fitted effect of over 75% in size; some results filed as inactive show a strong effect at the top dose
Target sequence (P49798 whole entry, looked up): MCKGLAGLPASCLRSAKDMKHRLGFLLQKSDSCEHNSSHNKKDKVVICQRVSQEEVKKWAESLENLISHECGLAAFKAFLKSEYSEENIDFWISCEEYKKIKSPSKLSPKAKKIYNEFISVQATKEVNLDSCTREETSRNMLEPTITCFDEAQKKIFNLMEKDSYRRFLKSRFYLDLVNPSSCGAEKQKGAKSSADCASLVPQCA
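MLSMR compounds (23 nl, pin-transferred) preincubated 10 min at room temperature with a 500nM (2x) first reagent, then RGS4 at 900nM (2x) plus Transcreener GDP mix added; fluorescence polarization (620/688 nm) read before and after 90 min at 30 °C.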
HP1b chromo inh – HTS for Inhibitors of HP1-beta Chromodomain Interactions with Methylated Histone Tails. AlphaScreen HP1-beta / biotin-H3K9me3 peptide binding. AID 540317, 2011. Potency, µM (top dose mostly 114 µM), for the others: top-dose activity change, negative = inhibition, usual class: inhibitors. Chromobox protein homolog 1 (Homo sapiens), P83916. hit rate 0.56% among 390,000; further: potency means the concentration at half of the fitted maximal effect; nearly all actives have a fitted effect of over 70% in size; inactives centre near 23
Target sequence (P83916 whole entry, looked up): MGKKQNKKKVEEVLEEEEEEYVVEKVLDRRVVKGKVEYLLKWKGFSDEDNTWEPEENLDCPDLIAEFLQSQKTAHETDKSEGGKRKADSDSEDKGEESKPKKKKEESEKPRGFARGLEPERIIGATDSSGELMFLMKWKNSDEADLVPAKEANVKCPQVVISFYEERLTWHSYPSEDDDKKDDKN
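AlphaScreen: HP1-beta (50 nM) preformed 30 min with biotin-H3(1-18)K9me3 peptide (50 nM) in PBS pH 7.4, 0.01% Tween-20. Compound added for 30 min at RT, then streptavidin donor/nickel chelate acceptor beads (10 ug/mL) for 30 min.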
JMJD2A Tudor – qHTS Assay for Inhibitors of JMJD2A-Tudor Domain | Lysine-specific demethylase 4A (Homo sapiens), O75164 | AlphaScreen JMJD2A-Tudor / H3K4me3 peptide binding | Potency, µM (top dose mostly 114 µM), inactives show at the highest dose activity change, negative = inhibition, actives largely listed as inhibitors | hit rate 4.4% among 390,000; further: potency means the concentration at half of the fitted maximal effect; on the % scale 0 is the no-effect control and ±100 the full control effect; nearly all actives have a fitted effect of over 50% in size
12-LOX inh – Primary qHTS assay for inhibitors of human arachidonate 12S-lipoxygenase (ALOX12): Round 2; purified 12hLO, xylenol orange hydroperoxide absorbance; Potency, µM (highest dose often 108 µM), for inactives: at the highest dose activity change, negative = inhibition, usual class: inhibitors; hit rate 1.1% among 580,000; further: potency means the concentration at half of the fitted maximal effect; on the % scale 0 is the no-effect control and ±100 the full control effect
Target sequence (P18054 whole entry, looked up): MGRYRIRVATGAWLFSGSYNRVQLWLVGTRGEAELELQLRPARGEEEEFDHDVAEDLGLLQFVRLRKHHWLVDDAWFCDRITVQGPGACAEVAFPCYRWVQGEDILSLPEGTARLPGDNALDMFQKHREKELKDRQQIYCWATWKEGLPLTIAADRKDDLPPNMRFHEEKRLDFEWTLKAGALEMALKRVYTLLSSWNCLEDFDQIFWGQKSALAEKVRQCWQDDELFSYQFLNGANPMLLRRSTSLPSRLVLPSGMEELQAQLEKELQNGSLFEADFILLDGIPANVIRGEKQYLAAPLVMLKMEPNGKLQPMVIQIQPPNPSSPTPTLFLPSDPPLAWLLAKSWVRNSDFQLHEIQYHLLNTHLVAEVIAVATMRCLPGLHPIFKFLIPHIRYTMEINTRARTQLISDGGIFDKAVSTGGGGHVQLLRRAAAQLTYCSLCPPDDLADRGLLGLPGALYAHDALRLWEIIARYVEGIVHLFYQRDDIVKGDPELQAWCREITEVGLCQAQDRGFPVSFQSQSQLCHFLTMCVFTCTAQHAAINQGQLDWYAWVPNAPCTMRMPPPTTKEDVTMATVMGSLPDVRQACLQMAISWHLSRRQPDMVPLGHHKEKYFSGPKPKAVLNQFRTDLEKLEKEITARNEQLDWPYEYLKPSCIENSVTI
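Purified human 12hLO at 150 nM in 25 mM Hepes, 0.01% Triton X-100, pH 7.0, preincubated 15 min at room temperature with compound. Reaction started with 40 uM arachidonic acid, 30 min at room temperature. Hydroperoxide measured by Fe-xylenol orange, 573/405 nm absorbance ratio.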
BAZ2B inh – qHTS Assay for Inhibitors of BAZ2B; Bromodomain adjacent to zinc finger domain protein 2B (Homo sapiens), Q9UIF8; AID 504333, 2011; AlphaScreen BAZ2B-H3K14Ac peptide displacement; hit rate 4.4% among 360,000; Potency, µM (highest dose often 114 µM), for the others: at the highest dose activity change, negative = inhibition, actives largely listed as inhibitors; further: potency means the concentration at half of the fitted maximal effect; on the % scale 0 is the no-effect control and ±100 the full control effect; nearly all actives have a fitted effect of over 60% in size
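Protein-peptide AlphaScreen: BAZ2B 50 nM, b-H3K14Ac 50 nM, 1x PBS pH 7.4 + 0.01% Tween-20. Preincubation 30 min RT; cpd 30 min RT (top 110 uM); beads 20 min RT, light-protected.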
GLS inhibitor – qHTS for Inhibitors of Glutaminase (GLS) | hit rate 0.21% among 410,000 | GLS enzymatic activity, qHTS titration | Glutaminase kidney isoform, mitochondrial (Homo sapiens), O94925 | Potency, µM (titrated, usually from 45.5 µM), inactives show at the top dose activity change, negative = inhibition, actives largely listed as inhibitors | AID 624170, 2012; further: potency means the concentration at half of the fitted maximal effect; on the % scale 0 is the no-effect control and ±100 the full control effect
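Enzyme dispensed in phosphate buffer (45 mM, pH 8.2, 0.02% Tween-20), compounds pinned in, then 1 mM L-glutamine solution and the glutamate oxidase–HRP–Amplex Red mix added; fluorescence read immediately and again after 30 min at room temperature.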
* hit, by the source's call; ? = inconclusive; · = not tested or not shown; & = joins results of further samples; ! = repeats disagree; [ ] = dose if it differs, or a comment. Unless noted, the call rests on the fitted dose curve; in most records, active means well fitted curve in the direction sought with a large enough effect; inconclusive means small, poorly fitted or top-dose-only effect, or another doubt; inactive means no such curve, though single readings can be large; an effect the other way counts as inactive or inconclusive. Some of the compounds tested (hit frequency here may not be typical).

Second line of a record: RGS4 inh | PI4K2A block | HP1b chromo inh | 12-LOX inh | JMJD2A Tudor | BAZ2B inh | G9a inh | ERG-DNA inh | GLS inhibitor
(1) Clc1ccc(OCCCN2CCCC2)cc1Cl
 : -8% | -2 | ? | -35% | 4µM* | ? | 10µM* | 7% | -5%
(2) Oc1cc2c(cc1CN1CCN(c3ccccc3F)CC1)OCO2
 : -3% | -2 | 71µM* | ? | 40µM* | ? | 8.9µM* | -4% | 25%
(3) CCC(=O)Nc1ccccc1
 : 7% | -2 | 16% | -2% | -20% | 5% | 8%[12.7 µM] | 3% | 5%
(4) COC(=O)C1=C(c2ccc(OC)c(OC)c2)C[C@@H]2CC[C@H]1N2C(=O)NCCO
 : 21% | 1 | 25% | 24% | -9% | -4% | 21%[2.33 µM] | -2% | 20%
(5) C=C1C[C@@H]2[C@H](CC[C@]3(C)C(=O)CC[C@@H]23)[C@@]2(C)C=CC(=O)C=C12
 : · | 4 | · | -3%[22.9 µM] | · | 18% | 89%[activator][59 µM] | · | ·
(6) O=C(O)C(O)(c1ccccc1)C1CCCC1 (centres undefined)
 : 17% | 5 | 46%[activator] | ? | 1% | ? | 25µM* | 2% | -9%
(7) CNCC(=O)c1ccccc1
 : -17% | 1 | 28% | · | -7% | · | · | 4% | -1%
(8) COc1cc(C(=O)OCc2cc(=O)c(O)co2)ccc1OC(F)F
 : -5% | 1 | 15% | ? | -9% | ? | ? | 3% | 0%
(9) O=C(CF)N(O)c1ccc(C=Cc2ccccc2)cc1
 : -20% | -1 | 24% | -3% | 6% | · | · | -4% | 22%
(10) C=C1C/C(=C/C)C(=O)O[C@@H]2CCN3CC=C(COC(=O)[C@]1(C)O)[C@H]23
 : 21% | 3 | 12% | -3% | -7% | 1% | 9%[59 µM] | -10% | -3%
(11) O=c1[nH]c(=O)n(-c2ccccc2)c(O)c1/C=C/C=Nc1ccccc1
 : -5% | 6 | 28% | ? | -15% | -7% | 6%[59 µM] | · | 11%
(12) O=c1[nH]c(CN2CC=C(c3ccccc3)CC2)nc2scc(-c3cccs3)c12
 : -33% | -3 | 12%[57 µM] | 50%[activator] | -22% | -9% | · | 8% | ?
(13) O=[N+]([O-])c1oc2ccc3ccccc3c2c1CCO
 : 1% | 5 | -9% | ? | ? | · | · | -9% | -2%
(14) O=c1[nH]c2ccccc2n1C1CCN(CCCC(c2ccc(F)cc2)c2ccc(F)cc2)CC1
 : 8%[56.9 µM] | 3&0&-2 | ? | ? | 40µM* | ? | 26%[12.7 µM] | 13% | 7%&1%
(15) COC(=O)C1=C(c2cccc(OC)c2OC)C[C@@H]2CC[C@H]1N2C(=O)NC1CC1
 : 28% | 0 | 29% | -5% | -12% | · | · | -3% | 1%
(16) NC(=O)c1cc(N2CC2)c([N+](=O)[O-])cc1[N+](=O)[O-]
 : 8%[56.9 µM] | 1&-1 | 3% | 3% | -24% | · | -7%[59 µM] | 6% | 6%
(17) CCOC(=O)CC(SP(=S)(OC)OC)C(=O)OCC (centres undefined)
 : · | -1 | · | 23µM*! | · | · | ? | · | 9%
(18) CCOC(=O)CN1C(=O)C2(C(C#N)=C(N)Oc3ccccc32)C(C(=O)OC)=C1C (centres undefined)
 : 34% | -1 | 37% | 168%[activator] | -4% | 4% | 5%[59 µM] | 4% | -1%
(19) O=C1CC(c2cccnc2)=NN1c1ccccc1
 : -39% | -10 | 15% | 0% | -18% | -33% | ? | 4% | -16%
(20) COc1ccc(CCNCc2ccccc2F)cc1
 : 10% | 2 | -29% | ? | 20µM* | 45µM* | 7% | 5% | -5%
(21) CCCc1ccc(OCC(=O)Nc2ccc(Cl)cc2C(=O)c2ccccc2)cc1
 : -30% | -10 | 27% | -5% | 12% | -1% | ? | -1% | 0%
(22) N#CC(c1cccnc1)N1CCOCC1 (centres undefined)
 : 9% | -3 | 42%[activator] | 0% | -5% | 3% | 1% | 1% | -1%
(23) COc1ccc2c(C)c(CC(=O)N3C[C@H]4C[C@@H](C3)c3cccc(=O)n3C4)c(=O)oc2c1
 : -13% | 5 | 19% | 25% | -7% | 4% | 6%[12.7 µM] | 8% | -9%
(24) CN1C(=O)C(Cc2cccc3ccccc23)C(=O)N(C)C1=O
 : -50% | -19 | 20% | · | -34% | 12% | ? | 7% | 1%
(25) CCCCCn1c(=O)c(C(=O)Nc2c(C)n(C)n(-c3ccccc3)c2=O)c(O)c2ccccc21
 : -10% | -1 | 30%[activator] | ? | -10% | 34%[activator] | 14%[59 µM] | -1% | 22%
(26) CCC[C@H](N[C@@H](CCC)[C@H](O)c1ccccc1)[C@H](O)c1ccccc1
 : 14% | 0 | -7% | 8% | -9% | · | · | 13% | 1%
(27) CN(C)CCN(C(=O)c1ccc(S(=O)(=O)N2CCc3ccccc32)cc1)c1nc2ccc(F)cc2s1
 : -30% | -14 | 5% | ? | ? | ? | 3.5µM* | 17% | 9%
(28) CCCCNC(=S)N1CCn2cccc2C1c1cccnc1 (centres undefined)
 : -11% | -3 | 13% | -19% | -19% | -30% | ? | 7% | -6%
(29) CCCCCCCSc1cc(OC)c(CCNC)cc1OC
 : -30% | 2 | ? | ? | 45µM* | 20µM* | 22µM* | 0% | 5%
(30) CCCCCCC[n+]1ccc(-c2cc[n+](CCCCCCC)cc2)cc1
 : -3% | 0 | 3% | ? | ? | 79µM* | 4.5µM* | 5% | 8%
(31) COc1cc(C(=O)OC2C[C@H]3CC[C@@H](C2)N3C)ccc1O (some centres undefined)
 : -12%[56.9 µM] | -1 | 41% | 0% | -5% | 5% | 7% | -4% | -3%
(32) CCOC(=O)c1cc2c(cn1)[C@H](CCO)NC2
 : -16% | -1 | 36% | ? | -36% | · | · | 1% | -3%
(33) CCOC(=O)C1(c2ccccc2)CCN(CCC(=O)Nc2ccc(C(=O)OC)cc2)CC1
 : 7% | 1 | 30% | 18% | -7% | 10% | -9%[59 µM] | 5% | -3%
(34) COc1ccc(C=O)cc1O
 : 11% | 4 | 54%[activator] | -21% | -5% | 0% | 23% | -1% | 26%
(35) O=c1[nH]c(=O)n(C2CCCCC2)c(O)c1C=NCCCn1ccnc1
 : -3% | 2 | 13% | -2% | -27% | 4% | -13%[12.7 µM] | -2% | 0%
(36) C[N+]1(C)CCC(OC(=O)C(c2ccccc2)c2ccccc2)CC1
 : ? | -7&3 | 17% | ? | ? | · | 6.7µM*! | 6% | 1%
(37) CCCC1=Nc2cc(C(=O)NCCCN(CC)CC)ccc2Sc2ccccc21
 : -4% | -8 | 13% | ? | -30% | -28% | -27%[59 µM] | -2% | -4%
(38) CCCCOCCCn1c(N)c(C(=O)OCCOC)c2nc3ccccc3nc21
 : -26% | 1 | 32% | ? | 6% | -6% | 8%[59 µM] | 3% | 1%
(39) CCCCCCNc1nc(OC)nc(N2CC3CC(C2)c2cccc(=O)n2C3)n1 (centres undefined)
 : 18% | -15 | 26% | 51%[activator] | -17% | -14% | -17% | -7% | 3%

Compounds shown so far with fluorine:
Second line of a record: RGS4 inh | PI4K2A block | HP1b chromo inh | 12-LOX inh | JMJD2A Tudor | BAZ2B inh | G9a inh | ERG-DNA inh | GLS inhibitor
(2) Oc1cc2c(cc1CN1CCN(c3ccccc3F)CC1)OCO2
 : -3% | -2 | 71µM* | ? | 40µM* | ? | 8.9µM* | -4% | 25%
(8) COc1cc(C(=O)OCc2cc(=O)c(O)co2)ccc1OC(F)F
 : -5% | 1 | 15% | ? | -9% | ? | ? | 3% | 0%
(9) O=C(CF)N(O)c1ccc(C=Cc2ccccc2)cc1
 : -20% | -1 | 24% | -3% | 6% | · | · | -4% | 22%
(14) O=c1[nH]c2ccccc2n1C1CCN(CCCC(c2ccc(F)cc2)c2ccc(F)cc2)CC1
 : 8%[56.9 µM] | 3&0&-2 | ? | ? | 40µM* | ? | 26%[12.7 µM] | 13% | 7%&1%
(20) COc1ccc(CCNCc2ccccc2F)cc1
 : 10% | 2 | -29% | ? | 20µM* | 45µM* | 7% | 5% | -5%
(27) CN(C)CCN(C(=O)c1ccc(S(=O)(=O)N2CCc3ccccc32)cc1)c1nc2ccc(F)cc2s1
 : -30% | -14 | 5% | ? | ? | ? | 3.5µM* | 17% | 9%

Record cards (already shown).
`COc1ccc(C=O)cc1O` is entered as RGS4 inh: 11%; PI4K2A block: 4; HP1b chromo inh: 54%[activator]; 12-LOX inh: -21%; JMJD2A Tudor: -5%; BAZ2B inh: 0%; G9a inh: 23%; ERG-DNA inh: -1%; GLS inhibitor: 26%
`CCCCOCCCn1c(N)c(C(=O)OCCOC)c2nc3ccccc3nc21` is entered as RGS4 inh: -26%; PI4K2A block: 1; HP1b chromo inh: 32%; 12-LOX inh: ?; JMJD2A Tudor: 6%; BAZ2B inh: -6%; G9a inh: 8%[59 µM]; ERG-DNA inh: 3%; GLS inhibitor: 1%
